# SSB-PriA inh – inhibitors of Klebsiella pneumoniae PriA binding to SSB C-terminal tail. AlphaScreen SSBct-PriA binding, biotinylated peptide. 430,000 tested, 0.6% active. inhibition, % at 33 µM; in the data active means inhibition mostly above about 37%, no sharp cut-off; inactive means mostly below about 20%;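 further: plate controls were negative control peptide for no effect and reference peptide for full effect; strong numbers were not always called active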
# An asterisk follows results filed as active; & = joins results of further samples. Not all compounds are listed (hit frequency here may not be typical).
compound | SSB-PriA inh
CCOC(=O)c1c(C)[nH]c(C(=O)NNC(=O)c2cccc(Br)c2)c1C | -2.0
COc1cc(CCN2C(=O)c3cccc4cccc(c34)C2=O)c(S(=O)(=O)N2CCc3ccccc32)cc1OC | -2.0
COc1ccc(C=NNC(=O)c2ccoc2C)cc1COc1ccc(Cl)cc1 | -8.9
COc1ccccc1Cc1noc(C2CN(C(=O)c3cccc(C#N)c3)C2)n1 | -8.0
O=C(NC[C@H](O)c1ccoc1)Nc1ccc(C(F)(F)F)cc1 | -8.0
CCOc1ccccc1NC(=O)CN1CCc2nc(NC(=O)c3ccsc3)sc2C1 | -4.0
Cc1ccc(C)c(COc2coc(CN3CCN(Cc4ccccc4)CC3)cc2=O)c1 | -10.0
Cc1ccc(S(=O)(=O)N2CCN(CCOC(=O)c3ccc(Cl)cc3)CC2)cc1 | -4.0
COc1ccc(C=NNC(=O)CCC(=O)Nc2ccccc2)cc1OC | -21.1
Cc1cc(C)n(-c2ccc(=O)n([C@@H](C)C(=O)Nc3ccccc3-c3csc(C)n3)n2)n1 | -10.0
CC(=NNc1nc(C(=O)O)cs1)c1ccccc1 | 2.4
O=C(NCC1CCN(Cc2ccco2)CC1)c1cccc(C(F)(F)F)c1 | -6.0
COc1cc(C(=O)Nc2sc3c(c2C(N)=O)CCCC3)cc(OC)c1OC | -10.0
Cc1noc(-c2cccnc2N2CCC(NC(=O)C3(c4ccccc4)CC3)CC2)n1 | -13.0
O=C(Oc1c(Br)cc(Cl)c2cccnc12)N1CCOCC1 | -7.0
CC(CC(=O)NCCN1CCOCC1)=NNC(=O)c1ccncc1 | -5.4
Cc1cc(=O)[nH]c(-n2nc(C)c(CCC(=O)Nc3ccc(F)c(F)c3)c2C)n1 | -8.0
O=C(CSc1nnc(NC(=O)c2cccc(Br)c2)s1)Nc1ccc2c(c1)OCO2 | -6.0
O=C(CSc1nn2c(-c3ccccc3Br)nnc2s1)Nc1cccc(Cl)c1 | -6.0
CC1(C)Cc2cccc(OCC(=O)Nc3cc(C4CC4)nn3-c3nc(-c4ccccc4)cc(=O)[nH]3)c2O1 | -27.0
CCCCc1ccc(NC(=O)c2cc(=O)c(OC)cn2C)cc1 | 5.0
COc1cc(OC)c(NCCC(=O)c2cccs2)cc1Cl | 90.0
O=C(Cn1nc(-c2ccccc2)c2sc(N3CCCC3)nc2c1=O)NCc1ccco1 | 2.0
CCCCCNC(=O)c1cn(-c2ccc(C)cc2)nn1 | -12.0
CCOC(=O)N1CCN(C(=O)Nc2nc(CC(=O)NC(C)c3ccccc3)cs2)CC1 (stereo not given) | -17.0&-13.0
Cc1ccccc1OCC(=O)Nc1cnoc1 | -12.0
O=C(CCSc1ccccc1)Nc1ccc(-c2nc3ccccc3o2)cc1 | -9.0
COc1ccc(S(=O)(=O)NCc2cccnc2)cc1N(C)S(C)(=O)=O | 2.0
O=C(c1cc(=O)[nH]c2ccccc12)N1CCCC(Oc2cnccn2)C1 (stereo not given) | -7.0
Nc1cc(OCc2ccc3c(c2)OCO3)ncn1 | -11.0
Cc1ccc2c(c1)sc(=NC(=O)CCCCCCCC(=O)N=c1sc3cc(C)ccc3n1C)n2C | -29.0
CC(C)(C)NC(=S)N=C(N)N[N+](=O)[O-] | 0.8
Cc1ccc2c(Nc3ccc(Cl)c(C(F)(F)F)c3)c(C(=O)N3CCOCC3)cnc2n1 | -9.0
CC1(C)CC(=O)C(N=Nc2ccccc2Br)=C(O)C1 | 1.0
c1ccc2sc(SCCCCCCSc3nc4ccccc4s3)nc2c1 | -3.0
CCOC(=O)N1CCN(S(=O)(=O)c2ccc(C(=O)Nc3cc(C)nn3C)cc2)CC1 | -10.0
Cc1nc(NC(=O)c2cc3ccccc3o2)sc1Cc1ccccc1 | -7.0
CCOC(=O)c1nn(-c2ccccc2Cl)c(=O)cc1OCC(=O)Nc1cc(OC)ccc1OC | -2.0
O=C(C1CCOC1)N1CCCC(Cc2nc(-c3cnccn3)no2)C1 (stereo not given) | 11.0
CN1CCN(c2ccc(-c3cccc(NC(=O)c4c(F)cccc4Cl)c3)nn2)CC1 | 2.0
CC(=O)N1N=C(c2cccs2)CC1c1cscc1C (stereo not given) | 10.0
C=CCCC(=O)N1CCS[C@H](c2ccccc2)CC1 | -7.0
O=C(NC1CC(=O)N(C2CC2)C1)c1ccc(Br)o1 (stereo not given) | -5.0
CCOc1nc(C)c(NC(C)=O)c(C)n1 | -6.0
COc1ccc(CC(=O)N2CCN(c3ccc(-c4ccccc4OC)nn3)CC2)cc1OC | -3.0
CCOC(=O)C(C)Sc1nnc(CNC(=O)c2ccc(OC)cc2)n1-c1cccc(Cl)c1C (stereo not given) | -13.0
CN(C)C(=O)Oc1ccc2c(c1)OCO2 | -3.0
CN(C)c1ccc(NC(=S)Nc2ccc3nccnc3c2)cc1 | 58.2
C[C@@H]1C(=O)N2CCCc3cc(NC(=O)C(C)(C)C)cc1c32 | -14.0
CCN(CC)CCN1C(=O)C(=O)C(=C(O)c2ccc(OC(C)C)cc2)C1c1ccncc1 (stereo not given) | -10.6

# Next results follow:
compound | SSB-PriA inh
CC(=NNC(=O)c1ccccc1)C1=C(O)CC(C)(C)CC1=O | 2.3
O=C(O)c1cn(-c2ccccc2)[nH]c1=O | -16.0
Fc1ccccc1C=NNc1ncnc2nc[nH]c12 | -10.2
COc1c2ccc(C(=O)N3CCn4c3nc3ccccc34)cc2nn1C | 12.0
COc1ccccc1CNC(=O)c1cc(-c2ccc(Cl)cc2)oc1C | -5.0
CN(C)C(CNC(=O)Nc1c(F)cccc1F)c1cn(C)c2ccccc12 (stereo not given) | 3.0
Cn1c(SCC(=O)Nc2nc3ccccc3s2)nc2c([nH]c3ccccc32)c1=O | -24.0
COc1ccc(Br)c(C(=O)NCc2cncc(-c3ccsc3)c2)c1 | -6.0
COc1ccc(NC(=O)C2Cc3cccc(OC)c3OC2=NO)cc1 (stereo not given) | -20.6
COc1ccc(Cl)cc1N1C[C@@H](c2nc3ccccc3n2CC(=O)N2CCOCC2)CC1=O | -16.0
CN(CC(=O)Nc1ccc2cn[nH]c2c1)c1nc2c(F)cccc2s1 | 0.0
CCCCN(C)S(=O)(=O)c1ccc(C(=O)Nc2nc3c(s2)C(=O)CC(C)(C)C3)cc1 | -8.0
O=C(NN=Cc1ccc(N2CCOCC2)cc1)c1ccncc1 | 5.4
O=C(NCC1(c2ccsc2)CCCC1)c1ccc2nsnc2c1 | 2.0
CCNC(=S)NN=C(C)c1ccc(N2CCOCC2)cc1 | -3.0
COc1ccccc1OCC(=O)N1CCN(CC(O)C2CC2)CC1 (stereo not given) | 3.0
COc1cc(OC)c(NC(=O)CSc2nccc(N3CCc4ccccc4C3)n2)cc1Cl | -20.0
Cc1cc(Cl)ccc1-n1ncc2c(NC[C@H]3CCCO3)ncnc21 | -18.0
Cc1ccc(-n2cc(C(=O)N3CCN(c4cccc(Cl)c4)CC3)nn2)cc1 | 6.0
O=C(NCCn1ncc2c(N3CCN(c4ncccn4)CC3)ncnc21)c1ccco1 | -4.0
COc1ccc(C=NNC2=NS(=O)(=O)c3ccccc32)cc1 | -10.1
CSc1ccc2nc(N3CCN(C(=O)Cc4ccc5ccccc5c4)CC3)sc2c1 | -17.0
CS(=O)(=O)c1ccccc1NC(=O)C1CCCN(S(C)(=O)=O)C1 (stereo not given) | -8.0
CCOc1cc(C=NNC(=O)Cn2nc([N+](=O)[O-])cc2C)cc(Br)c1OCc1ccccc1C | -16.9
COc1cc(C)c(C)cc1S(=O)(=O)NCc1ccsc1 | -1.0

# Next section.
SMILES,SSB-PriA inh
CCOc1nn(CC)cc1-c1nnc(SCc2c(F)cccc2Cl)n1C,-2.0
O=C(Cc1ccc(F)cc1)NCc1ccc([C@H](O)c2ccccc2)s1,-9.0
COCCn1c(SCC(=O)c2ccc(Cl)cc2)nc2c(c1=O)SCC2,3.0
Cc1ccc(Cl)cc1S(=O)(=O)NCC(c1ccc2c(c1)CCO2)N(C)C (stereo not given),-3.0
CC(C)CS(=O)(=O)Nc1ccc2c(c1)CC(=O)N2C,16.0
CC(C)N1CCC(CNC(=O)c2ccc3c(c2)OCO3)CC1,-4.0
O=C(Cn1cnc2c(-c3ccncc3)nsc2c1=O)NCCC1=CCCCC1,-6.0
O=C(c1ccc(Cl)s1)N1CCN(c2nc3ccc(Br)cc3s2)CC1,3.0

# 4 structures out of the list, ordered by length of the SMILES, lowest first.
SMILES,SSB-PriA inh
CC(C)CS(=O)(=O)Nc1ccc2c(c1)CC(=O)N2C,16.0
COCCn1c(SCC(=O)c2ccc(Cl)cc2)nc2c(c1=O)SCC2,3.0
O=C(c1ccc(Cl)s1)N1CCN(c2nc3ccc(Br)cc3s2)CC1,3.0
O=C(Cn1cnc2c(-c3ccncc3)nsc2c1=O)NCCC1=CCCCC1,-6.0

# Following part
SMILES,SSB-PriA inh
CS(=O)(=O)N1CCC(CNC(=O)c2cc(Br)cs2)CC1,6.0
O=C(Nc1cnn(Cc2ccc(F)cc2)c1)c1cc(-c2ccc(F)cc2)on1,1.0
O=C(NC[C@]1(O)CCOc2ccccc21)c1ccccc1Cl,1.0
COC(=O)c1cc(C(=O)OC)cc(-n2c(C)ccc2C)c1,-8.0
COc1ccc(C2CC(c3nc4ccccc4s3)=Nc3ccccc3S2)cc1 (stereo not given),-4.0
CC(=NNC(=O)CN(c1ccccc1)S(=O)(=O)c1ccccc1[N+](=O)[O-])C(C)(C)C,3.8
Cc1cc(C(=O)NCCSC2CCOCC2)no1,-10.0
C/C(C=NNC(=O)CSc1nc(C)cc(C)n1)=C\c1ccccc1,1.0&-2.3

# A stretch taken from the entries so far, for reference:
SMILES,SSB-PriA inh
CC(=NNC(=O)CN(c1ccccc1)S(=O)(=O)c1ccccc1[N+](=O)[O-])C(C)(C)C,3.8
Cc1cc(C(=O)NCCSC2CCOCC2)no1,-10.0
C/C(C=NNC(=O)CSc1nc(C)cc(C)n1)=C\c1ccccc1,1.0&-2.3

# Other structures
SMILES,SSB-PriA inh
CCN(/C=C(\C#N)S(=O)(=O)/C(C#N)=C/N(CC)CC)CC,-2.0
COc1ccc(NC(=O)C(N=Nc2cc(S(=O)(=O)Nc3ccc(OC)cc3)ccc2OC)=C(C)O)cc1,0.6
CC(=O)NC(CCS(C)(=O)=O)C(=O)Nc1ccc(F)cc1F (stereo not given),-9.0
COc1ccc(-n2nnc(C(=O)OCc3ccc(F)cc3)c2C)cc1,-20.0
O=C(Cn1c(=O)n(CCCCC(=O)NC2CCCCC2)c(=O)c2ccccc21)Nc1ccc(F)cc1,-6.0
Nc1nnc(Cc2cccs2)o1,-9.0&11.0
O=C(Nc1ccc(SCc2cccnc2)nn1)c1ccco1,-9.0
COc1ccc(C(=O)Nc2ccccc2C(=O)NN=Cc2cccc3ccccc23)cc1,2.1
CC(Cc1ccco1)NC(=O)C(=O)NC1CCCCC1 (stereo not given),-3.0
Cc1ccc(C)c2sc(N3CCN(C(=O)COc4ccc(Cl)cc4Cl)CC3)nc12,-9.0&-4.0
CC(C)(C)[C@@H](O)CCN,-12.0
C[C@@H](C(=O)NC1CCCC1)n1nc(-c2ccc3c(c2)OCO3)ccc1=O,-2.0
O=C(c1nc2ccccc2s1)N1CCC[C@@H]1CS(=O)(=O)c1ccccc1,1.0
Cc1cc(-n2nnc(C(=O)N3CCC(C(N)=O)CC3)c2C)ccc1F,-7.0
CC(C)C(=O)NCCOc1ccc2nnc(-c3ccc(F)cc3)n2n1,-8.0
CCCCOC(=O)c1ccc(NC(=O)/C(C#N)=C/c2cn(Cc3ccccc3)c3ccccc23)cc1,6.0
Cc1ccc(CCC(=O)Nc2ccc(/C=C/c3ccccc3)cc2)o1,-16.0&2.0
CNC(=O)NN=C(N)c1ccccn1,1.3
Cc1cc(C)n(C(=O)c2sccc2S(=O)(=O)N(C)c2ccc3c(c2)OCCO3)n1,4.0
CCc1c2c(nc3sc(C(=O)NCC4CCCO4)c(N)c13)CC(C)(C)CC2=O (stereo not given),-17.0
C=CCOC(=O)C1=C(C)N=C(SCC(=O)OCC)C(C#N)[C@H]1c1ccc(O)c(OC)c1 (stereo not given in full),-5.0
Cc1cc(C(=O)N(Cc2ccco2)c2nc3c(Cl)cccc3s2)on1,-9.0&0.0
COc1ccc(S(=O)(=O)Nc2ccc3nc(C)n(-c4ccc(Cl)cc4)c(=O)c3c2)cc1OC,-11.0
COc1nccnc1O[C@H]1CCCN(C(=O)CC2CC2)C1,-17.0
Cn1cc(C(=O)NCC#CCOc2cccc(C(F)(F)F)c2)nn1,-35.0
COc1ccccc1-c1ccc(SCc2cccc(Cl)c2)nn1,-3.0
N#CC(=NNc1cccc(Cl)c1)C(=O)c1ccccc1,15.0
Cn1c(=O)c2cc(C(=O)N3CCN(c4cccc(Cl)c4)CC3)sc2n(C)c1=O,-10.0
CCOC(=O)CSc1nnc(NC(=O)COc2ccc(Cl)cc2Cl)s1,4.0
CCOC(=O)CCC(=O)N1CCN(Cc2csc(-c3ccccc3)n2)CC1,10.0&2.0
Cc1ccc(C=NNc2ccc(C(=O)O)cc2)o1,-7.3
CCC(=NOC(=O)c1cccc(C)c1)C(=O)c1cccs1,-3.2
O=C(NN=Cc1ccc([N+](=O)[O-])s1)c1cccc(Br)c1,-14.4
O=C(NCc1ccnc(-c2cccs2)c1)c1cc(-c2cccnc2)on1,-11.0
COc1ccc(CCNC(=O)NCc2cc(-c3ccncc3)n(C)n2)cc1,-9.0
COc1cc(/C=C/C(=O)N2CCC(c3nc4ccccc4[nH]3)CC2)cc(OC)c1OC,9.0
Cc1cccc(NC(=O)c2cccc(S(=O)(=O)C(C)C)c2)n1,-12.0
COc1ccccc1CNC(=O)C(=O)NCC(c1ccc(F)cc1)N1CCN(C)CC1 (stereo not given),-22.0
COc1ccc(N2CCN(C(=O)c3n[nH]c4ccccc34)CC2)cc1,12.0
O=C1CC[C@@H](C(=O)Nc2cnn(C3CCOCC3)c2)N1,-8.0
CC(=NNC(=O)c1ccc(CSc2nncn2C)cc1)c1cccs1,3.5
COC(=O)CC1C(=O)NCCN1C(=S)NC(=O)Cc1ccc(Cl)cc1 (stereo not given),-3.0
CC(C)(C)C(=O)N1CCN(CC(O)C2CC2)CC1 (stereo not given),4.0
CCOc1ccc(C(=O)Nc2sc3c(c2C(=O)OC)CCN(C(C)C)C3)cc1,-13.0

# Screening data from PubChem BioAssay.
